M1 antag: antagonists of rat M1 muscarinic receptor. AID 628, 2007. 64,000 compounds, 3.4% hits. CHO-M1 cells, Fluo-4 calcium, ACh EC80 antagonist mode; hits give low values. Muscarinic acetylcholine receptor M1 (Rattus norvegicus), P08482. B-score at 10 µM;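 active = calcium fluorescence response, raw or row-and-column corrected B-score, differing from the plate sample mean either way at a set confidence level, mostly lower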
Target sequence (P08482 whole entry, looked up): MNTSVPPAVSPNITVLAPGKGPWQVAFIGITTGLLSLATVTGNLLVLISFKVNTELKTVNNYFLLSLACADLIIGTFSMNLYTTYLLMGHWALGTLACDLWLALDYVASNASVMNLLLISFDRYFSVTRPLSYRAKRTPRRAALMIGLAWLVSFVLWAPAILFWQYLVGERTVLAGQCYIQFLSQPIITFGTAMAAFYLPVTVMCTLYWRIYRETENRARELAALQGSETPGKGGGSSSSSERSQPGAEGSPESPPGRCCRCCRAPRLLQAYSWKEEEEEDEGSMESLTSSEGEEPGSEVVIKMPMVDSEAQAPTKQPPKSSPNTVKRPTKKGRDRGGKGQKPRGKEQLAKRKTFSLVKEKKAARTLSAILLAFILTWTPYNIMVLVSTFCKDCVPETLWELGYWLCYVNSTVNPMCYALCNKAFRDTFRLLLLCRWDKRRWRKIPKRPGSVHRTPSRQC
M1 agonist: M1 muscarinic receptor agonists, primary screen, CHO-M1 cells, Fluo-4 calcium, agonist mode; 64,000 compounds, 3% hits; AID 626, 2007; Fluo-4 calcium fluorescence; hits give high values; Muscarinic acetylcholine receptor M1; B-score at 10 µM;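 active = fluorescence rise, raw or as B-score row- and column-corrected plate score, outside the 99.7% band of its plate's samples, either direction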
HTR1E agonist: 5-HT1E receptor agonists, primary screen, cell-based, HTS. 5-hydroxytryptamine receptor 1E (Homo sapiens), P28566. CHO 5-HT1E Ga15 NFAT-bla reporter, FRET; 0% DMSO wells, 100% control agonist wells. activation, % at 6 µM. 65,000 compounds, 0.69% hits. AID 574, 2007;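 active = activation above a set limit, the screen-wide mean activation plus 3 SD, cut at about 8.5% in these data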;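 note: 100% = positive control agonist at 1 µM giving full maximal response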
Target sequence (P28566 whole entry, looked up): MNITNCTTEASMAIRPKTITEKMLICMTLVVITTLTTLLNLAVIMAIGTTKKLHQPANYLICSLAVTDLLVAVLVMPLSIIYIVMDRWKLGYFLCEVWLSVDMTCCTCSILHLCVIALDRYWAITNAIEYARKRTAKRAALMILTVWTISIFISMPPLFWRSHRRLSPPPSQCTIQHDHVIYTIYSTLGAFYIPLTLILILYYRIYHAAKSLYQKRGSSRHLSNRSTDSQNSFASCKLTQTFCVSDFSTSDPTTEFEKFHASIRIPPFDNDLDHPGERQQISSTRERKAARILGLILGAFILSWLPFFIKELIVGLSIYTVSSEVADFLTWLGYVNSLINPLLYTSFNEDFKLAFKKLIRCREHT
5HT1E antag: 5-HT1E receptor antagonists, primary screen, cell-based, HTS. AID 571, 2007. inhibition, % at 6 µM. 65,000 compounds, 0.99% hits. CHO 5-HT1E Ga15 NFAT-bla reporter, FRET, antagonist;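 active = inhibition above a set limit, the mean inhibition across every tested compound plus 3 SD, cut at about 29% in these data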;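 note: signal is the 460 over 535 nm emission ratio of beta-lactamase substrate; 0% = agonist plus DMSO wells and 100% = wells without agonist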
S1P1 ag pot: S1P1 agonists and agonism potentiators, primary screen, cell-based, primary and confirmation screens, CRE-bla reporter | Sphingosine 1-phosphate receptor 1 (Homo sapiens), P21453 | S1P1 CRE-bla cells, forskolin, beta-lactamase FRET, potentiator mode; S1P1 agonist co-added at EC20, 2 nM; 100% = saturating reference agonist, 0% = basal | activation, % at 9.5 µM | 56,000 compounds, 0.57% hits | AID 449, 2006;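 active = activation above a cutoff set at the mean activation of all tested compounds plus 3 SD, cut at about 54% in these data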;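 note: forskolin at 4 µM as EC80 and the EC20 agonist is SEW2871; 100% = SEW2871 at its EC100 plus forskolin at EC80; some compounds past the cut are filed as inactive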
5HT1a antag: human 5-HT1a receptor antagonists, primary screen, cell-based, CHO, Ga15 NFAT-bla reporter; 62,000 compounds, 0.68% hits; AID 612, 2007; inhibition, % at 10 µM; CHO 5-HT1a Ga15 NFAT-bla reporter, antagonist mode; 5-hydroxytryptamine receptor 1A (Homo sapiens), P08908;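 active = inhibition above the mean of all tested compounds plus 3 SD, cut at about 43% in these data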;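 note: receptor stimulated by 5-CT agonist at 100 nM near EC80; beta-lactamase reporter measured by ratiometric fluorescence of a cleavable substrate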
Jurkat viability: cytotoxicity toward Jurkat T cells, primary screen, cytotoxicity control, cell-based, Jurkat E6.1, 60K MLSMR library. 56,000 compounds, 1.2% hits. Jurkat E6.1 viability, ATP luminescence, 48 h. inhibition, % at 4 µM;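 active = inhibition above the mean inhibition of all tested compounds plus 3 SD, cut at about 28% in these data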
S1P3 agonist: human S1P3 receptor agonists, primary screen, cell-based, primary and confirmation, NFAT-BLA reporter. S1P3 NFAT-BLA reporter cells, agonism, FRET ratio; relative to 1 µM S1P, basal subtracted. AID 373, 2006. 60,000 compounds, 0.1% hits. activation, % at 4.5 µM. Sphingosine 1-phosphate receptor 3 (Homo sapiens), Q99500;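 active = activation above the screen-wide mean plus 3 SD, cut at about 4.5% in these data, passing the limit was not always enough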; note: some compounds called inactive have numbers as strong as hits
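Measure – % activation relative to 1 µM S1P (100%), per plate · System – stable CHO line with human S1P3, Gα16, NFAT-BLA reporter · Timing – cells plated overnight, compound 4 h 37 °C, substrate 2 h RT · Technique – fluorescent BLA substrate, ex 405 nm, em 460/535 nm ratio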
HTR1A agonist: human 5-HT1a receptor agonists, primary screen, cell-based, CHO, Ga15 NFAT-bla reporter; 65,000 compounds, 0.56% hits; 5-hydroxytryptamine receptor 1A (Homo sapiens), P08908; AID 567, 2006; CHO 5-HT1a Ga15 NFAT-bla reporter, FRET ratio; 0% basal, 100% maximal reference agonist; activation, % at 10 µM;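 active = activation above the screen-wide mean activation plus 3 SD, cut at about 19% in these data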;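 note: 0% = DMSO wells and 100% = 5-CT at EC100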
* hit, by the source's call; x = no result given.

SMILES	M1 antag	M1 agonist	HTR1E agonist	5HT1E antag	S1P1 ag pot	5HT1a antag	Jurkat viability	S1P3 agonist	HTR1A agonist
CCOC(=O)C1[C@H]2C(=O)N(C(C)c3ccc(OC)cc3)C[C@]23C=C[C@H]1O3 (some centres not stated)	0.027	1.5	-1.4	19	-2	-4	12	-0.7	-2.8
N#Cc1c(SCC(=O)O)nc(N2CCCCC2)c2c1CCCC2	1.2	1.4	-0.7	10	3	x	x	-6.3	3.3
O=C1CN(Cc2ccccc2)C(=NCc2ccco2)S1	0.15	1.2	-0.6	6	18	0	6	-0.9	-2.0
COCc1cc(C)c2c(N)c(C#N)sc2n1	0.68	-1.6	-0.9	25	x	-5	x	x	-2.6
O=C(CSc1nnc(CNc2ccc(F)cc2)o1)N1CCN(C(=O)c2ccco2)CC1	-0.34	-0.18	0.0	-4	0	-7	3	0.0	-1.9
CC(=O)c1c(O)cc(C)n(Nc2nc(C)cc(C)n2)c1=O	0.2	0.53	0.1	4	2	11	3	0.0	-3.9
COc1ccc(OCc2nc(C#N)c(N3CCN(c4ccc(OC)cc4)CC3)o2)cc1	0.33	-0.22	-0.4	7	10	52*	10	-1.5	-2.2
COc1cc(C(=O)NCCC(=O)NCCN2CCCCCC2)cc(OC)c1OC	0.079	-0.049	-0.3	4	0	3	-3	0.6	-1.2
CCC(C)NC(=O)CSc1nc2n[nH]c(C)c2c(=N)n1-c1ccc(OC)cc1 (configuration not stated)	0.14	0.73	0.1	28	-8	6	2	2.5	1.4
O=C(Cn1cc2c(n1)CCCC2)Nc1ccccc1Cl	1.4	-2.6	0.1	-8	-19	-7	4	-1.1	-2.5
COc1ccc(OC)c(N=c2oc3cc(O)ccc3cc2C(N)=O)c1	0.092	1.1	12*	-21	-74	-53	-4	4.1	39*
O=C(NCC1CCS(=O)(=O)C1)NCC1CCS(=O)(=O)C1 (configuration not stated)	0.83	0.39	-0.3	6	x	4	x	x	-0.1
CCCS(=O)(=O)N1CCCC(C(=O)NC2CCCCC2)C1 (configuration not stated)	-0.13	0.56	0.3	-2	-33	0	-6	-0.3	-3.0
CC(=O)c1sc(NC(=O)c2ccc(Cn3cc(Br)cn3)o2)nc1C	-0.059	-0.41	0.1	6	-1	-22	10	-1.0	-1.6
Cc1cnn(C(=S)NCc2ccco2)c1	1.1	-0.68	0.0	9	x	-7	5	0.0	-1.0
CCCn1c(SCC(=O)Nc2c(C)cccc2C)nnc1C(C)C	0.24	-0.22	0.4	3	4	9	1	-2.0	-1.4
Cc1cccn2c(=O)c3cc(C(=O)NCc4cccnc4)c(=N)n(C)c3nc12	0.2	0.4	0.7	-10	4	x	x	-2.4	2.0
COC(=O)c1cccc(Nc2cc(C)nc(-c3ccccc3O)n2)c1	0.00029	0.14	0.1	7	7	x	x	-4.5	1.1
COc1ccc(C(C(O)C(=O)c2c[nH]c3ccccc23)N2CCN(c3ccc(OC)cc3)CC2)cc1 (configuration not stated)	1.1	-2.3	1.1	-4	-1	17	-3	0.0	0.7
Clc1ccc(Cn2ncc3c(N4CCCCC4)ncnc32)c(Cl)c1	-0.53	-0.58	-0.6	-1	-8	-1	0	-0.1	-4.7
O=C(Cn1c(=O)oc2cc(S(=O)(=O)N3CCCC3)ccc21)Nc1ccc(C(F)(F)F)cc1	-0.033	0.28	-0.5	8	16	21	0	2.5	-1.9
O=C(NCc1ccccn1)c1c(Cl)cccc1Cl	1.5	0.85	0.4	-9	8	-9	0	-0.3	-0.3
Cn1cccc1Cc1nnc(SCC(=O)Nc2nc3ccccc3s2)n1CCc1ccccc1	-0.055	0.073	0.1	-2	-55	4	1	3.9	-2.6
CCOc1ccc2[nH]c(=O)c(CN(Cc3nnnn3Cc3ccco3)C3CCCCC3)cc2c1	-1.5	3.6*	0.8	-8	-23	-6	-6	-1.1	-1.0
ON=Cc1cccn1-c1ccccc1	0.58	0.4	-1.2	-4	-5	9	-6	-0.4	-0.5
SMILES	M1 antag	M1 agonist	HTR1E agonist	5HT1E antag	S1P1 ag pot	5HT1a antag	Jurkat viability	S1P3 agonist	HTR1A agonist
COc1ccc(NC(=O)CN2CCN(CC(=O)Nc3ccc4c(c3)OCO4)CC2)cc1	0.45	-0.7	-0.4	-8	-19	-8	2	-0.6	-5.6
Clc1cc(Cl)c(OCc2nc(-c3ccccn3)no2)cc1Cl	1.3	-0.36	0.1	-4	x	-18	-1	-0.5	0.4
COc1ccccc1C1/C(=C(/O)c2ccccc2)C(=O)C(=O)N1CC(C)C (configuration not stated)	-0.11	-0.22	0.7	1	-3	-4	2	0.1	0.0
CCOC(=O)Cc1csc(NC(=O)c2ccc(Br)s2)n1	-0.99	2.1	-1.9	12	66*	18	14	-1.2	-1.8
Oc1ccc2[nH]cnc2c1CN1CCCCC1	0.47	-0.51	1.0	-4	12	3	-5	-0.7	-0.5
Cc1cc(NC(=O)CSc2ncnc3sc4c(c23)CCC(C)C4)no1 (configuration not stated)	0.021	-0.13	-0.5	-4	-4	-14	2	-1.2	-3.1
CCCCc1nc2sc3c(c2c(=O)[nH]1)CCC3	-0.11	-0.08	0.0	-14	-4	x	x	-0.6	1.2
CCOC(=O)CN(C(=O)CSc1nnc(CNc2ccc(F)cc2)o1)c1ccccc1	-0.7	2	0.9	0	0	-9	2	-1.4	-0.1
O=C(c1noc2c1CCCCC2)N1CCOCC1	0.75	-0.78	0.3	-1	10	-4	-5	-0.5	-3.2
Cn1c(CCN2CCCCC2)nc2cc(NC(=O)NC3CCCCC3)ccc21	-4.7*	-0.33	-0.1	1	-2	-5	-5	0.3	-0.2
COC(=O)c1noc(-c2ccc(OC)cc2)n1	0.099	-0.32	0.1	10	27	8	-1	-0.6	-3.1
Cc1c(C(=O)NCc2cccs2)oc2ccccc12	0	1.4	0.3	-2	4	7	-8	-0.7	0.4
Cc1cc(NS(=O)(=O)c2ccc(-c3ccccc3)cc2)no1	-0.31	-0.96	0.0	-8	x	-13	x	x	-0.9
CCCc1nc2sc3ccccc3c(=O)c2c(=O)n1Cc1ccco1	0.85	-1.5	1.7	-7	1	16	-7	0.1	2.1
COc1cccc(Nc2nnc(SCC(=O)N3CC(C)OC(C)C3)s2)c1 (configuration not stated)	-0.57	0.0074	0.2	2	-15	-7	-2	0.4	-1.3
COc1ccc(S(=O)(=O)N2CCN(C(=O)COc3ccc4c(C)cc(=O)oc4c3)CC2)cc1	0.47	-1.3	-0.1	3	20	3	10	-0.6	2.8
Cc1nnc2n(Cc3ccccc3)c(=O)c3c4c(sc3n12)COC(C)(C)C4	0.61	-0.99	0.2	-13	-15	-26	-5	-0.1	-1.1
COc1ccc(-n2c(N)c(C(=O)NCC3CCCO3)sc2=S)cc1 (configuration not stated)	-0.012	0.33	-0.1	3	-15	1	-1	-0.7	-1.9
O=C1CSC(c2cccnc2)N1C1CCCCC1 (configuration not stated)	-0.18	-0.53	0.2	2	8	-6	-2	0.3	-1.1
CN1CC(=O)N(CC(=O)NCCc2ccc(F)cc2)c2ccccc2C1=O	0.03	-0.057	0.3	6	2	-6	5	-0.4	-3.4
COCCNC(=O)CN(C(=O)Cn1nnc2ccccc21)c1ccc(F)c(Cl)c1	0.86	0.69	-1.1	-2	-2	16	1	-0.8	-1.5
O=C(CCC(=O)N1CCN(c2ccccn2)CC1)Nc1nnc(C2CCCCC2)s1	0.5	-0.14	0.7	-6	-21	-18	0	-0.2	2.0
Cc1ccc(Cn2c(=O)c3ccccc3n3c(CCC(=O)O)nnc23)cc1	0.27	1.9	0.6	8	6	-6	8	-0.1	-2.2
O=C(COC(=O)C1(c2ccc(F)cc2)CCCC1)N1CCOCC1	0.36	-0.69	-0.1	7	10	1	-5	0.5	-6.2
O=C(Nc1nc(-c2ccccc2)cs1)c1ccc(Br)o1	0.86	0.23	0.8	0	-11	-2	-8	-0.7	-3.5
SMILES	M1 antag	M1 agonist	HTR1E agonist	5HT1E antag	S1P1 ag pot	5HT1a antag	Jurkat viability	S1P3 agonist	HTR1A agonist
Cc1noc(C)c1C(=O)N1CCN(Cc2ccc3c(c2)OCO3)CC1	-0.37	-0.54	-0.2	0	-9	10	-7	-1.1	-0.6
CCOc1ccc(C2N(c3ccc(OC)cc3)C(=O)C3CCCN32)cc1OC (configuration not stated)	0.53	0.83	0.2	-7	-20	-3	1	-1.0	-0.7
CCOc1ccc(C(=O)N2CCN=C2SC)cc1OCC	0.2	0.19	-1.2	11	-1	2	9	-0.6	-0.8
Cc1ccc(C)c2[nH]c(=O)c(CN(Cc3ccco3)C(=O)Nc3ccccc3)cc12	-0.37	5.2*	0.3	0	-12	7	-2	0.3	0.6
COc1ccc(S(=O)(=O)N2CCC(C(N)=O)CC2)c2ccccc12	0.081	-0.17	0.2	-9	-7	-4	1	0.1	-3.3
CC(=C1C2C=CC1C1C(=O)NC(=O)C21)c1ccccc1 (configuration not stated)	-0.08	0.0099	0.4	-9	-44	6	5	-0.2	-2.3
COc1ccc(OC)c(C(=O)CC2OC(=O)c3ccccc32)c1 (configuration not stated)	-0.3	-0.038	-0.3	-4	-2	5	30	-1.3	-2.4
Cc1cc(C)cc(OCC(=O)N2CCCCCC2)c1	-0.61	0.54	-1.3	-11	x	0	-4	-1.0	0.8
O=C(O)CSC(NC(=O)c1cccnc1)(C(F)(F)F)C(F)(F)F	-0.049	0.059	-0.6	-5	-18	-1	-1	0.5	-0.3
COc1cccc(NC(=O)c2cccs2)c1	-0.13	2.4*	0.1	3	x	-8	-2	-0.1	0.3
CCS(=O)(=O)N1CCC(C(=O)NCc2ccc(F)cc2Cl)CC1	0.67	2	0.0	-9	-23	2	1	1.9	-5.1
O=C(CCn1nc(-c2ccccc2)ccc1=O)N1CCN(c2ccccn2)CC1	0.013	3.9*	0.0	2	14	-5	-1	-0.6	-1.8
Cc1cccc(CC2CC(=O)N(c3ccccc3)C2=O)c1 (configuration not stated)	-0.62	0.43	-0.8	3	x	-1	-6	-0.4	-0.2
COc1ccc(-n2nnnc2SCC(=O)N2CCOCC2)cc1	0.0055	-0.39	2.0	-3	-6	0	6	0.3	-3.1
O=C(CSCC(=O)Nc1nccs1)Nc1ccccc1	-0.036	-1	-1.2	2	-21	10	-1	-0.5	-3.1
CCCOc1ccc(C2C(=O)N(C3CCCCC3)CC(=O)N2CCCOCC)cc1OC (configuration not stated)	0.12	-0.066	0.7	-8	x	-10	x	x	1.9

Complete entries from above. Order of values: M1 antag, M1 agonist, HTR1E agonist, 5HT1E antag, S1P1 ag pot, 5HT1a antag, Jurkat viability, S1P3 agonist, HTR1A agonist
`Cc1ccc(C)c2[nH]c(=O)c(CN(Cc3ccco3)C(=O)Nc3ccccc3)cc12` is listed as -0.37, 5.2*, 0.3, 0, -12, 7, -2, 0.3, 0.6
`Cc1cccc(CC2CC(=O)N(c3ccccc3)C2=O)c1` (configuration not stated) is listed as -0.62, 0.43, -0.8, 3, x, -1, -6, -0.4, -0.2
